# Bioassay records deposited in PubChem by National Center for Advancing Translational Sciences (NCATS).
# Mito fusion act: inhibitors of mitochondrial division or activators of mitochondrial fusion; Potency, µM (highest dose often 46.1 µM), for inactives: at the top dose growth rescue (activation), actives largely listed as activators; 0.23% of 320,000 active; S. cerevisiae fusion-defective mutant growth rescue, CellTiterGlo 48 h; AID 485298;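 further: potency means the concentration at half of the fitted maximal effect; % of control where 0% means no effect; nearly all actives have a fitted effect of over 45% in size; temperature-sensitive fusion mutants such as fzo1-1 at 37 °C on non-fermentable ethanol glycerol medium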
#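 Compounds are tested for their ability to restore growth of mitochondrial fusion-defective yeast strains at non-permissive 37C in YPEG medium over 48 hours. Viability is quantified by luciferase luminescence.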
# KCNH2 3.1 block: inhibitors of human KCNH2 3.1 potassium channel isoform; U2OS KCNH2 3.1, thallium flux FluxOr; active compounds read low; 0.95% of 340,000 active; activity change, % (tested at about 1.8 µM);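 active means maximum activity change below -70%; inconclusive means maximum activity change from -70% to -50%; inactive means maximum activity change above -50%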;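 further: thallium influx rate constant from kinetic fluorescence after stimulation buffer; on the % scale 0 is the no-effect control and ±100 the full control effect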
#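 FluxOr-based Tl+ influx in U2OS cells transduced with KCNH2 3.1 virus; rate constants normalized to DMSO controls.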
# FLuc modulator: inhibits or activates purified firefly luciferase, miR-21 counter-screen | P08659 | purified FLuc, Km substrates, luminescence inhibition | 6.9% of 360,000 active | Potency, µM (series often up to 57.5 µM), inactives show at the top dose activity change, negative = inhibition, most hits filed as inhibitors;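 further: potency means the concentration at half of the fitted maximal effect; plate controls were vehicle for no effect and reference inhibitor for full effect; nearly all actives have a fitted effect of over 55% in size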
#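 Purified P. pyralis luciferase, 10 nM final, with Km-level 10 uM D-luciferin and 10 uM ATP in 50 mM Tris acetate pH 7.5, 10 mM Mg acetate, 0.01% Tween-20, 0.05% BSA; 6-point qHTS titration about 60 µM downward; luminescence read.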
# MBNL1-CUG inh: MBNL1-poly(CUG) RNA binding inhibition; TR-FRET MBNL1-His/biotin-(CUG)12 binding, 665/545 ratio; Potency, µM (series often up to 57.5 µM), for the others: at the highest dose activity change, negative = inhibition, actives largely listed as inhibitors; 0.036% of 280,000 active; Q9NR56; active means well fitted inhibition curve with a large enough effect in the signal ratio, with a control signal flat, not every such curve was filed as active; inconclusive means small, poorly fitted or top-dose-only effect, or effect the other way, or a change in a side signal; inactive means no such curve, though single readings can be large or run the other way; the % refers to the signal ratio; further: potency means the concentration at half of the fitted maximal effect; on the % scale 0 is the no-effect control and ±100 the full control effect
# Target sequence (Q9NR56 whole entry, looked up): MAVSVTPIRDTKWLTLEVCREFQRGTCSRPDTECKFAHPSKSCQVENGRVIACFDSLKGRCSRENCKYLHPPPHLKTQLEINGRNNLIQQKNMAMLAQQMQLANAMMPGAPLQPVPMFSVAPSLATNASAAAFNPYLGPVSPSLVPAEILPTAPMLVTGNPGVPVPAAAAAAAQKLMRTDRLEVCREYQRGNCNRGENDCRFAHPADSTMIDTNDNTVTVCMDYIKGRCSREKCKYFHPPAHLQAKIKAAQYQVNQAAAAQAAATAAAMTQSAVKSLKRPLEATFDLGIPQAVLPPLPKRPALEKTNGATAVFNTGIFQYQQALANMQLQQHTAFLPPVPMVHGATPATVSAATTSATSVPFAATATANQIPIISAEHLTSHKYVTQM
#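 Ratiometric TR-FRET (665 over 545 nm, excitation 340 nm) tracks disruption of MBNL1-His/biotin-(CUG)12 complex after 60 min at room temperature, with compounds at 92 nM to 58 uM final.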
# Menin-MLL TR inh: menin-MLL binding inhibition, Texas Red mutant peptide; Menin + Texas Red MLL mutant peptide, fluorescence polarization; 0.23% of 270,000 active; Potency, µM (highest dose often 61.6 µM), without a hit: at the top dose FP activity change, negative = inhibition, actives largely listed as inhibitors; active means well fitted inhibition curve with a large enough effect in the polarisation, with a control signal flat, not every such curve was filed as active; inconclusive means small, poorly fitted or top-dose-only effect, or effect the other way, or a change in a side signal; inactive means no such curve, though single readings can be large or run the other way; the % refers to the polarisation; further: potency means the concentration at half of the fitted maximal effect; % of control where 0% means no effect; many of its hits are not listed in these tables
# RORg inh: ROR gamma (mouse) transcription inhibition. Potency, µM (series often up to 53.6 µM), for the others: at the top dose activity change, negative = inhibition, actives largely listed as inhibitors. 5.4% of 310,000 active. P51450. Drosophila S2 Gal4-RORgamma UAS-luciferase reporter, 20 h; further: potency means the concentration at half of the fitted maximal effect; on the % scale 0 is the no-effect control and ±100 the full control effect; nearly all actives have a fitted effect of over 60% in size
#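 Schneider cells (Drosophila), stable Gal4 DBD–ROR gamma + UAS-luc; 1 hr cmpd preincubation; Cu2+ induction 700 uM final; 20 hr ambient; luminescence.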
# NPC1 promoter act: activates the NPC1 promoter; AID 485313; 2.4% of 320,000 active; Potency, µM (doses to about 9.22 µM), without a hit: at the highest dose activation, most hits filed as activators; Huh7 NPC1 promoter luciferase reporter, 24 h;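 further: potency means the concentration at half of the fitted maximal effect; % of control where 0% means no effect; nearly all actives have a fitted effect of over 60% in size; reporter is driven by a mutant NPC1 promoter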
#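 Cells: Huh7 expressing luciferase under the NPC1 promoter, 1500/well. Seeded 2 h, compound added, incubated 24 h at 37 °C. Luciferase reagent, 10 min ambient, then luminescence.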
# Rab9 prom act: activates the Rab9 promoter | Huh7 Rab9 promoter-luciferase reporter, luminescence, 24 h | Potency, µM (series often up to 9.22 µM), for inactives: at the highest dose activation, negative = inhibition, actives largely listed as activators | 2.8% of 320,000 active | AID 485297; further: potency means the concentration at half of the fitted maximal effect; % of control where 0% means no effect; nearly all actives have a fitted effect of over 60% in size
#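 Quantitative HTS format; Huh7 Rab9-luciferase reporter cells (1500/well) receive compound 2 h post-plating, incubate 24 h at 37 °C, then get luciferase reagent for 10 min before luminescence reading.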
# PKM2 activator: increases activity of human pyruvate kinase M2. P14618. purified PKM2, Kinase-Glo ATP luminescence, activation; response scale: 0% is enzyme alone, no compound. Potency, µM (series often up to 57.5 µM), inactives show top-dose activation, hits mostly activators. 0.34% of 260,000 active. AID 1631; further: potency means the concentration at half of the fitted maximal effect; on the % scale 0 is the no-effect control and ±100 the full control effect; nearly all actives have a fitted effect of over 55% in size
# Target sequence (P14618 whole entry, looked up): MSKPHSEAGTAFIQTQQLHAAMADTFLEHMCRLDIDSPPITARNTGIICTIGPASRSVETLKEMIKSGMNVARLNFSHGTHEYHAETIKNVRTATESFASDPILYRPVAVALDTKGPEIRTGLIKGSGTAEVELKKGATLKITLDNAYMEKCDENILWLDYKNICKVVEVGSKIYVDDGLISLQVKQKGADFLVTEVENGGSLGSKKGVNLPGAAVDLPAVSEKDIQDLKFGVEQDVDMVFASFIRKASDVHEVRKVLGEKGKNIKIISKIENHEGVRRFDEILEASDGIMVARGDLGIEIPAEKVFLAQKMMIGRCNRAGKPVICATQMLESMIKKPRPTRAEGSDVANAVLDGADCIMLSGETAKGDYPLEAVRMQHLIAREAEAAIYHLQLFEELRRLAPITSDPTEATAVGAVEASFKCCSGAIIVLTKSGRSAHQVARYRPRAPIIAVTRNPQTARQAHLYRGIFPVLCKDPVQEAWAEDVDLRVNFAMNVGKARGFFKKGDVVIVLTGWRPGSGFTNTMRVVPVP
#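 Kinase-Glo luminescence reports ATP generated from ADP (0.1 mM) and PEP (0.5 mM) by purified hPK-M2 after 1 h at room temperature, pH 7.2 imidazole buffer; intermediate enzyme activity allows detecting inhibitors and activators.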
# ELG1 repair inh: ELG1-dependent DNA repair inhibition; HEK293T ELG1-luciferase reporter, luminescence, 16 h; DNA damage induced by 5-fluorouridine; Potency, µM (series often up to 46.1 µM), without a hit: top-dose activity change, negative = inhibition, usual class: inhibitors; 2.3% of 330,000 active; further: potency means the concentration at half of the fitted maximal effect; on the % scale 0 is the no-effect control and ±100 the full control effect; nearly all actives have a fitted effect of over 55% in size
#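 Cells (2,000 per well) received 5-fluorouridine plus test compound or DMSO and were incubated 16 hr at 37 °C, 5% CO2. Luciferase activity was read by luminescence 30 min after ONE-Glo addition; signal suppression marked inhibition of damage-induced ELG1 function.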
# Gal4-VP16 FLuc: counter-screen for ROR gamma inhibitors: Gal4-VP16 reporter; Potency, µM (titrated, usually from 53.6 µM), for the others: at the top dose activity, negative = inhibition, actives largely listed as inhibitors; 3.5% of 310,000 active; Drosophila S2 Gal4-VP16 UAS-luciferase, luminescence, 20 h;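 further: Gal4-VP16 expression switched on by copper sulfate through the metallothionein promoter; potency means the concentration at half of the fitted maximal effect; on the % scale 0 is the no-effect control and ±100 the full control effect; nearly all actives have a fitted effect of over 50% in size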
# * hit, by the source's call; ? = inconclusive; . = no result given; & = joins results of further samples; [ ] = dose if it differs, or a comment. Unless noted, the call rests on the fitted dose curve; in most records, active means well fitted curve in the direction sought with a large enough effect; inconclusive means small, poorly fitted or top-dose-only effect, or another doubt; inactive means no such curve, though single readings can be large; an effect the other way counts as inactive or inconclusive. Some of the compounds tested (hit frequency here may not be typical).
# Every second line gives: Mito fusion act	KCNH2 3.1 block	FLuc modulator	MBNL1-CUG inh	Menin-MLL TR inh	RORg inh	NPC1 promoter act	Rab9 prom act	PKM2 activator	ELG1 repair inh	Gal4-VP16 FLuc
- CCCCN1C(=O)C(NC(=O)c2cccnc2)(C(F)(F)F)C2=C1CC(C)(C)CC2=O (stereo unspecified)
→ 1%	3	7%	9%	10%	-12%	-7%	-6%	1%	-5%	-9%
- Cc1cc(NC(=O)c2cc(-c3ccncc3)nc3c(C)cccc23)no1
→ 6%	6	2%	?	11%	-42%	-15%	-20%	12%	9.2µM*	0%
- CC(=O)N(c1ccc2oc(=O)sc2c1)S(=O)(=O)c1ccc(C(=O)O)cc1
→ -10%	13	4%	2%	6%	4%	-1%	0%	4%	8%	-1%
- Cc1ccc(NC(=S)N2CCC(N(C)CC3CCCO3)CC2)cc1C (stereo unspecified)
→ -1%	23	0%	-4%	-7%	-22%	-6%	-10%	-2%	15%	-4%
- COc1cccc(NC(=S)N2CCC(Cc3ccccc3)CC2)c1
→ -4%	-4	?	-2%	.	7.1µM*	-5%	-4%	2%	?	18µM*
- COc1ccc(Cl)c2sc(N3CCN(C(=O)c4ccco4)CC3)nc12
→ 22%	3	0%	.	.	.	1%	2%	.	?	.
- CN(C)c1ncc(S(=O)(=O)c2ccc(Cl)cc2)c(-c2ccccc2)n1
→ 5%	-2	1%	3%	-7%	38%	-5%	1%	2%	-12%	-11%
- CC1(c2ccc3ccccc3c2)NC(=O)N(CC(=O)N2CCN(Cc3ccccc3)CC2)C1=O (stereo unspecified)
→ 4%	-1	4%	.	.	.	-27%	-30%	.	-25%	.
- O=C(COC(=O)CCCSc1nc2ccccc2[nH]1)Nc1ccc(Oc2ccccc2)cc1
→ 11%	-38	?	-4%	4%	?	-3%	5%	-5%	11%	-5%
- COc1cc(/C=C(/C#N)c2ccccc2F)ccc1OCc1ccccc1
→ 8%	6	-15%	-3%	-8%	-51%	-4%	6%	21%	6%	-3%

# Ordered by molar mass (rising): part of the list above.
# Every second line gives: Mito fusion act	KCNH2 3.1 block	FLuc modulator	MBNL1-CUG inh	Menin-MLL TR inh	RORg inh	NPC1 promoter act	Rab9 prom act	PKM2 activator	ELG1 repair inh	Gal4-VP16 FLuc
- Cc1cc(NC(=O)c2cc(-c3ccncc3)nc3c(C)cccc23)no1
→ 6%	6	2%	?	11%	-42%	-15%	-20%	12%	9.2µM*	0%
- CC(=O)N(c1ccc2oc(=O)sc2c1)S(=O)(=O)c1ccc(C(=O)O)cc1
→ -10%	13	4%	2%	6%	4%	-1%	0%	4%	8%	-1%
- O=C(COC(=O)CCCSc1nc2ccccc2[nH]1)Nc1ccc(Oc2ccccc2)cc1
→ 11%	-38	?	-4%	4%	?	-3%	5%	-5%	11%	-5%

# Other results follow:
# Every second line gives: Mito fusion act	KCNH2 3.1 block	FLuc modulator	MBNL1-CUG inh	Menin-MLL TR inh	RORg inh	NPC1 promoter act	Rab9 prom act	PKM2 activator	ELG1 repair inh	Gal4-VP16 FLuc
- Cc1ccc(-c2ccc(=O)n(CC(=O)NCc3ccc(F)cc3)n2)cc1
→ 3%	19	-12%&2%	24%	-1%	29%	1%	-4%	1%	-10%	-3%
- COc1ccc([C@H]2C=C(C(=O)O)O[C@@H](OCCCCO)C2)cc1
→ -3%	20	-3%	0%	.	0%	1%	-8%	-9%	-4%	7%
- Cc1ccc(NC(=O)CN(C)C(=O)c2ccccc2Sc2ccccc2C#N)cc1
→ 6%	8	0%	.	.	.	-2%	-5%	.	-17%	.
- CCCCNc1ccc(C(CC(N)=O)NC(=O)Cc2ccc(Br)cc2)cc1[N+](=O)[O-] (stereo unspecified)
→ -6%	3	0%	14%	.	13%	-7%	-6%	0%	?	-3%
- Cc1cc(C)c(C#N)c(N2CCN(c3ccc(F)cc3)CC2)n1
→ 5%	-7	3%	10%	-4%	11%	-2%	-1%	0%[11.5 µM]	?	0%
- O=C(CSc1nc2ccncc2[nH]1)Nc1ccccc1C(F)(F)F
→ 3%	-14	0%&-9%	-2%	-8%	?	2%	1%	0%	?	-10%
- Cc1cccc(C(=O)Nc2onc(C)c2C#N)c1
→ 2%	-10	-11%	-13%	-14%	23%	1%	-2%	-7%	-3%	-6%
- O=C(C1CC(=O)N(C2CCCCC2)C1)N1CCN(c2ccccc2)CC1 (stereo unspecified)
→ 0%	12	3%	4%	.	-40%	-1%	9%	-7%	4%	5%
- CN(C)c1ccc(-c2nn3c(-c4ccc(Cl)cc4)nnc3s2)cc1
→ 0%	11	-5%	4%	1%	1%	5%	7%	1%	0%	-3%
- COc1ccc(Cn2c(CCC(=O)NCCC(C)C)nc3ncccc3c2=O)cc1
→ 9%	3	-3%	0%	7%	-1%	-2%	-2%	.	11%	-3%
- Cc1ccc(S(=O)(=O)N(CC(=O)N/N=C/c2cccc(Cl)c2)c2cccc3cccnc23)cc1
→ -1%	-8	-1%	6%	?	-25%	.	.	2%	.	?
- COc1ccc(CCNS(=O)(=O)c2ccc(Br)cc2)cc1
→ 7%	10	-3%	4%	2%	10%	-1%	-2%	-2%	-2%	3%
- CCC(C)[C@H](NC(=O)[C@@H]1Cc2ccccc2CN1)C(=O)Nc1ccc2c(c1)OCO2 (stereo partly specified)
→ 1%	-14	-20%	2%	.	13%	15%	0%	.	?	8%
- O=C(O)c1ccc(N2C(=O)CC(N3C(=O)/C(=C/c4ccc(Cl)cc4)SC3=S)C2=O)cc1 (stereo unspecified)
→ 1%	7	17µM*	.	.	28%	-1%	1%	4%	1%	-6%
- Cc1sc(NC(=O)CN2CCCC2)nc1-c1ccc2c(c1)CCN2C(=O)c1ccc(F)cc1
→ 2%	18	-4%	-3%	?	11%	-3%	-1%	.	?	-4%
- COc1ccc(CN2C(=O)c3cccnc3C2=O)cc1S(=O)(=O)N1CCOc2ccc(Cl)cc21
→ -21%	-10	2%	?	.	-16%	1%	-2%	.	22%	1%
- Cc1cc2nc(-c3ccccc3)cc(=O)n2[nH]1
→ 2%	4	6.7µM*	6%	.	13µM*	?	?	-1%	?	?
- CCOc1c(CNCCCSc2nc(C)cc(C)n2)cccc1OC
→ 0%	10	0%	-7%	-20%	?	4%	-7%	2%	0%	?
- CN(C)S(=O)(=O)Nc1cccc(-c2cn3c(n2)SCC3)c1
→ -3%	-106*	-4%	1%	?	0%	-1%	-1%	13%[0.46 µM]	-9%	-3%
- NC(=O)C1(N2CCCCC2)CCN(C(=O)c2cccs2)CC1
→ -4%	6	5%	-14%	-12%	-25%	-3%	5%	6%	4%	5%
- COc1ccc(-c2noc(CCCC(=O)NC3CCCCC3)n2)cc1
→ 0%	-15	?	-4%	8%	79%	-12%	-12%	-9%	-1%	16µM*
- O=C(CSc1nnc(NC(=O)C2CC2)s1)Nc1cccc(F)c1
→ -5%	9	?	-3%	.	-14%	-1%	0%	7%	3%	4%
- CCSc1nc(-c2ccc(OC)cc2)ccc1C#N
→ 6%	-5	1%	20%	44%[activator]	3%	-3%	-10%	-5%	4%	2%
- COc1ccc(CCNC(=O)c2cccs2)cc1
→ -2%	14	?	-6%	5%	?	29%	28%	2%	?	-5%
- Cc1sc2nc(C3CC3)nc(SCC(=O)N3CC(=O)Nc4ccccc43)c2c1C
→ -6%	0	?	4%	.	7%	8%	-9%	14%	?	-28%
- COc1ccccc1CCNC(=O)C1CCCO1 (stereo unspecified)
→ -1%	-8	1%	-7%	15%	17%	2%	0%	-18%	4%	0%
- COc1cc(CN2CCC(n3nccc3NC(=O)CCCc3ccccc3)CC2)ccc1F
→ -7%	-96*	1%	0%	-2%	?	-1%	0%	2%	?	-12%
- CC(C)(C)c1ccc(OCC(=O)N/N=C/c2ccc(N3CCOCC3)cc2)cc1
→ 5%	-28	5.4µM*	14%	6%	40%	0%	-9%	6%	-4%	3%
- Cc1[nH]n(-c2ccccc2)c(=S)c1C=NCCCN=Cc1c(C)[nH]n(-c2ccccc2)c1=S
→ 4%	2	-1%	?	?	0.63µM*	1%	-3%	-24%	?	1.8µM*
